Source: PubChem (several laboratories)
BaF3 parental = parental Ba/F3 cell viability inhibition, counter-screen for JAK2V617F inhibitor project, murine pro-B, CellTiter-Glo luminescence; CellTiter-Glo ATP luminescence; AID 1486, 2009; inhibition, % at 5.6 µM; hit rate 1.1% among 220,000;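 active = inhibition above a per-campaign cutoff, the mean inhibition of all tested compounds plus 3 SD, cut at about 27% in these data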;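 note: 0% = DMSO wells and 100% = JAK Inhibitor I control wells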
NPY-Y1 PAM-ag = NPY-Y1 receptor potentiators or agonists, primary screen, cell-based; NPY-Y1 expressing cells, potentiator/agonist activation; activation, % at 3.6 µM; hit rate 0.37% among 220,000; in the data active = activation above about 33%, passing the limit was not always enough;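 note: cells stimulated with NPY at EC10 then isoproterenol at EC100; 0% = low agonist plus stimulus and 100% = saturating agonist plus stimulus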
Target sequence (P25929 whole entry, looked up): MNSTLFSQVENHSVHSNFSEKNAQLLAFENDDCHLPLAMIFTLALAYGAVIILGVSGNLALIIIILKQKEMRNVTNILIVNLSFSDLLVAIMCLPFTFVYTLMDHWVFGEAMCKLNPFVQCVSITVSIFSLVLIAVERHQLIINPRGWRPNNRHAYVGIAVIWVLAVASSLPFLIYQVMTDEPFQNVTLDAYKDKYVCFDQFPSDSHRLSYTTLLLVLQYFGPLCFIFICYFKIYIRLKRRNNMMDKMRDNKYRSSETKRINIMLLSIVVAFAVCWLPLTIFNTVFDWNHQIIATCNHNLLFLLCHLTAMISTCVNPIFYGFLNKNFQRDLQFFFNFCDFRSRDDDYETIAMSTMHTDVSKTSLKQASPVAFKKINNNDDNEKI
NCF1 inh = p47phox/p22phox peptide binding inhibitors, primary screen, biochemical, uHTS, NADPH oxidase regulatory subunit | Neutrophil cytosol factor 1 (Homo sapiens), P14598 | fluorescence polarization, 2 h | inhibition, % at 24.7 µM | hit rate 0.53% among 220,000 | AID 1274, 2008;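 active = inhibition above about 30%, limit read from the data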;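 note: 0% = p47phox with labelled peptide and 100% = labelled peptide alone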
S1P4 agonist = S1P4 receptor agonists, primary screen, cell-based | activation, % at 4.98 µM | AID 1509, 2009 | Sphingosine 1-phosphate receptor 4 (Homo sapiens), O95977 | hit rate 0.35% among 220,000 | S1P4-expressing cell line, agonist reporter assay; in the data active = activation above about 11%;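 note: 0% = DMSO vehicle and 100% = reference agonist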
NPY-Y2 PAM-ag = NPY-Y2 potentiators or agonists, primary screen, cell-based; Neuropeptide Y receptor type 2 (Homo sapiens), P49146; cells expressing NPY-Y2, potentiator/agonist read-out; activation, % at 3.6 µM; hit rate 0.45% among 220,000; AID 1359, 2008; in the data active = activation above about 27%;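 note: cells stimulated with NPY near EC25 plus isoproterenol at EC100; 0% = vehicle plus submaximal agonist and 100% = vehicle plus saturating agonist; some results beyond the cut were filed as inactive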
Target sequence (P49146 whole entry, looked up): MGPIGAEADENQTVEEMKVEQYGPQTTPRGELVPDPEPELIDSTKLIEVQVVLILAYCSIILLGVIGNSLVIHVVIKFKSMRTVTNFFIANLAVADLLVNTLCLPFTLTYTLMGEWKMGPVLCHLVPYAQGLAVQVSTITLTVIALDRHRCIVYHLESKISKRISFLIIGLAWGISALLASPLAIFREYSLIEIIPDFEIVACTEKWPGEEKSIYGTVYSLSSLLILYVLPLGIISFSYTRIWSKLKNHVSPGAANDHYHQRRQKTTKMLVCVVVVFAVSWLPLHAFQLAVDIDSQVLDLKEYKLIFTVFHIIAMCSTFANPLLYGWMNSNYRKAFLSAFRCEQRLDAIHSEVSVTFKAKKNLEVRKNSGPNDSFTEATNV
Ba/F3 V617F tox = reduced viability of JAK2V617F-dependent Ba/F3 cells, primary screen, JAK2V617F inhibitor project, cell-based, Ba/F3 EpoR-JAK2V617F, luminescence | ATP luminescence | inhibition, % at 5.6 µM | hit rate 1.1% among 220,000;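 active = inhibition above the campaign mean plus 3 SD over all tested compounds, cut at about 24% in these data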;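 note: cytokine-independent growth of Ba/F3 cells driven by EpoR plus mutant JAK2; 0% = DMSO-treated cells and 100% = JAK inhibitor I control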
CHOP inhibitor = inhibitors of CHOP promoter induction, primary screen, cell-based, unfolded protein response, luciferase reporter | AID 2732, 2010 | inhibition, % at 10 µM | hit rate 3.8% among 220,000 | CHO-K1 CHOP-promoter luciferase, tunicamycin-induced, 15-18 h;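 active = compounds that reduced the stress-induced luciferase reporter signal by more than about 70% of percent inhibition, limit read from the data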;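 note: 0% = tunicamycin plus vehicle and 100% = wells without tunicamycin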
S1P4 antag = S1P4 receptor antagonists, primary screen, cell-based. inhibition, % at 4.98 µM. hit rate 0.26% among 220,000. S1P4-expressing cells, antagonist mode, reporter read-out. AID 1510, 2009; in the data active = inhibition above about 29%;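 note: 0% = wells stimulated with agonist and 100% = vehicle wells without agonist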
NPY-Y1 antag = NPY-Y1 receptor antagonists, primary screen, cell-based; Neuropeptide Y receptor type 1 (Homo sapiens), P25929; HEK293-CNG Y1 cells, membrane potential fluorescence; NPY at EC95, then isoproterenol; inhibition, % at 3.6 µM; hit rate 1% among 200,000; AID 1040, 2008;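 active = inhibition above the campaign mean inhibition of all tested compounds plus 3 SD, cut at about 20% in these data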;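 note: 0% = DMSO wells given NPY plus isoproterenol and 100% = isoproterenol alone without NPY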
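Assay system: HEK293 Y1/CNG channel cell line; Doses: single compound dose of 3.6 µM, 0.4% DMSO; Timing: dye 3 h, compound 60 min room temperature, stimulation 45 min; Technique: Membrane-potential fluorescent dye readout; Measure: % inhibition of NPY effect.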
* hit, by the source's call; . = no result given.

Each structure is followed by: BaF3 parental	NPY-Y1 PAM-ag	NCF1 inh	S1P4 agonist	NPY-Y2 PAM-ag	Ba/F3 V617F tox	CHOP inhibitor	S1P4 antag	NPY-Y1 antag
1	CCOC(=O)c1ccccc1-c1csc(N)n1
  53*	-7	5	0.5	-16	5	17	3	10
2	Cc1ccc(S(=O)(=O)N2CCN(CC(=O)N/N=C\c3cccnc3)CC2)cc1
  3	11	-3	-0.1	3	4	30	5	2
3	Cc1ccc(C)c(NC(=O)CC(NCCCN2CCOCC2)C(=O)O)c1 (centres undefined)
  2	-4	.	0.8	6	-5	.	0	3
4	O=C(NCc1ccco1)C1CCCN1S(=O)(=O)c1ccccc1C(F)(F)F (centres undefined)
  -2	14	-2	-1.5	-26	0	14	5	.
5	COc1ccc(C(=O)N=c2sc3ccccc3n2C)cc1
  4	-26	7	0.8	-9	1	11	-11	3
6	COc1cccc(NC(=O)c2cc([N+](=O)[O-])ccc2NCc2cccnc2)c1
  3	-3	-13	-1.0	-2	0	20	-7	-3
7	O=S(=O)(NCCc1ccncc1)c1ccccc1
  6	-7	11	-2.2	3	-4	-20	-5	-3
8	CCOC(=O)N1CCN(C(=O)CCn2c(=S)[nH]c3cc(OCC)c(OCC)cc3c2=O)CC1
  3	7	6	1.4	-1	-2	-2	-20	1
9	CCCn1nc2cc(C(=O)NCc3ccc(OC(F)(F)F)cc3)ccc2c1OCC
  1	7	7	0.3	0	0	62	-15	-2
10	Cc1ccccc1Nc1nc(N)nc(COC(=O)/C=C/c2ccco2)n1
  0	-4	0	0.9	-5	-4	-7	-9	4
11	COCC1=C(C(=O)OC)C(c2ccco2)n2ncnc2N1 (centres undefined)
  -4	21	9	1.1	-3	-3	24	-7	.
12	COC(=O)c1c(NC(=O)CSc2nnnn2-c2ccccc2)sc2c1CCC(C)C2 (centres undefined)
  0	-34	-11	-0.4	9	-1	10	11	20*
13	O=C1C=C(N(CCO)CCO)C2(CCCCC2)O1
  2	6	-11	-2.8	5	-1	-5	-9	7
14	CCOC(=O)N1CCC(NC2CCCCCCC2)CC1
  2	12	-6	0.5	5	0	-2	3	-10
15	COc1ccccc1NS(=O)(=O)c1ccc(N2CCOCC2)c(NC(=O)c2ccco2)c1
  10	-1	2	0.8	-10	3	9	-9	0
16	COc1ccc(C(C)=O)cc1CSCCC#N
  5	0	6	4.9	-20	8	-12	-16	6
17	Cc1cccc(NC(=O)NNC(=O)c2ccc(C)c([N+](=O)[O-])c2)c1
  2	7	-7	2.3	-19	-2	-10	4	-3
18	O=C(CNS(=O)(=O)N1CCOCC1)N/N=C/c1cccnc1
  2	14	-5	1.1	4	-1	-6	-18	2
19	Cc1ccc(-n2c(SCC(=O)N3c4ccccc4Sc4ccccc43)nnc2-c2ccncc2)cc1
  5	14	-16	0.5	-1	-1	-1	1	3
20	COc1ccc(C2=NN(S(C)(=O)=O)C(c3cccs3)C2)cc1 (centres undefined)
  8	11	-151	4.6	13	-1	-21	-1	2
21	CCN(CC)S(=O)(=O)c1ccc(N2CCOCC2)c(NC(=O)CCOc2ccccc2)c1
  -4	-19	1	2.1	-4	5	-10	-21	.
22	COc1ccc(-c2nc(CSCC(=O)NCc3ccc4c(c3)OCO4)c(C)o2)cc1OC
  -1	1	-2	-1.2	0	-6	36	2	9
23	CCCCn1c(N)c(N(CCC(C)C)C(=O)COC(=O)c2ccccc2)c(=O)[nH]c1=O
  3	2	-4	0.3	-3	-3	9	-2	1
24	COc1ccc(NC(=O)COc2ccc(C(=O)NC3CCCc4ccccc43)cc2OC)cc1 (centres undefined)
  8	-10	-16	-0.6	4	-2	26	-7	-5
25	O=c1cc(N2CCc3ccccc32)[nH]c(=O)n1-c1ccc(Cl)cc1
  7	12	-13	-0.1	5	2	-1	1	1
26	COc1ccc(C(CNC(=O)CCOc2ccccc2)N(C)C)cc1 (centres undefined)
  4	-17	-68	-1.0	-16	3	-10	3	2
27	O/N=C(\c1ccc2c(c1)OCCO2)C1CCCCC1
  5	-16	7	-1.5	2	0	25	-6	-1
28	C=CCn1c(-c2ccoc2)n[nH]c1=S
  0	-1	-3	1.9	8	-3	13	-15	0
29	Cc1c(C(=O)c2no[n+]([O-])c2C(=O)c2cnn(C)c2C)cnn1C
  5	12	14	1.6	-10	1	4	-12	-2
30	Cc1nc(-c2ccc(S(=O)(=O)Oc3ccc(Cl)cc3Cl)s2)cs1
  5	0	-11	-0.7	-7	-6	-2	8	.
31	CCCCCCC1CCC(c2nc(-c3ccncc3)no2)CC1 (centres undefined)
  5	-1	-8	1.3	-5	2	-3	5	-2
32	O=C(CCSc1ccc(Cl)cc1)NN=C1CCCCCC1
  2	-8	5	2.8	-7	1	43	-13	8
33	O=C1CCCC2=C1C(c1cn(-c3ccccc3)nc1-c1cccs1)c1c([nH]c(=O)[nH]c1=O)N2 (centres undefined)
  2	13	-15	1.0	8	-4	-7	0	2
34	CCOC(=O)C1(CCOc2ccccc2)CCN(CCCn2cccn2)CC1
  5	3	-6	-0.3	-18	0	0	4	7
35	COC(=O)N/C(C)=C1/NC(=O)c2ccccc2C(c2ccccc2)N1 (centres undefined)
  1	-17	-18	0.7	-6	2	23	2	6
36	CCCCCc1nc(-c2nonc2N)no1
  1	5	-12	1.9	-12	-2	29	2	6
37	Cc1ccc([N+](=O)[O-])cc1NC(=O)c1ccoc1C
  3	8	1	1.2	2	0	27	-8	-4
38	CCCn1c(N/N=C\C=C\c2ccccc2)nc2c1c(=O)[nH]c(=O)n2C
  9	2	-12	0.8	-12	3	93*	-4	1
39	Cc1ccccc1CS(=O)(=O)CCC(=O)NCc1ccccn1
  -1	2	-4	0.5	9	-4	-23	-10	-3
40	CCOC(=O)c1oc2ccccc2c1NC(=O)c1ccc2c(c1)OCO2
  6	-15	-11	0.3	5	1	22	-13	6
41	Cc1noc(C)c1S(=O)(=O)N1CCCC(C(=O)NCCc2ccccc2)C1 (centres undefined)
  3	12	0	0.8	-3	-2	-1	3	2
42	O=C(CSc1nnnn1C1CCCC1)NCc1ccc2c(c1)OCO2
  5	-32	-4	1.8	-27	-4	41	-1	2
43	O=C(N/N=C/c1ccc(OC(F)F)cc1OC(F)F)c1ccc(Br)cc1
  -2	9	-6	-2.4	11	7	34	-6	9
44	COc1ccc(CNC(=O)C(C)OC(=O)C23CC4CC(CC(O)(C4)C2)C3)cc1 (centres undefined)
  5	3	-10	-0.7	-5	1	-5	-11	-1
45	CCOCCCNC(=O)c1ccc(-n2c(=S)[nH]c3ccccc3c2=O)cc1
  1	-20	-3	-1.7	2	2	18	-8	4
46	CC(C)CC(=O)NCc1ccc(F)cc1
  4	3	-8	-0.5	12	3	-17	-11	0
47	COC(=O)c1c(NS(=O)(=O)c2ccccc2)csc1C
  3	15	-1	-0.2	19	1	13	0	.
48	Cc1cccn2c(=O)c(/C=C(\C#N)C(=O)NCc3ccco3)c(N3CCCC(C)C3)nc12 (centres undefined)
  5	0	-16	-0.2	-7	2	23	-9	1
49	O=C(Nc1ccc(F)cc1)Nc1cc(S(=O)(=O)N2CCOCC2)ccc1N1CCCC1
  7	-1	-15	1.5	-3	0	0	-18	11
50	CCOC(=O)c1nnn(-c2nonc2N)c1CSc1nnc(N)s1
  1	11	4	-0.8	-1	-2	2	1	5
51	C(=N\NC1=Nc2cccc3cccc1c23)/c1cccnc1
  4	28	-82	-0.8	21	-5	-7	-5	1
52	O=C1c2ccccc2CN1CCSC(=S)N1CCOCC1
  2	-34	-8	0.7	-6	0	3	-4	0
53	Cc1ccc2cc(C)c3nnc(SCC(=O)NCc4ccco4)n3c2c1
  3	2	2	0.5	6	-3	30	-8	2
54	COc1ccc(Nc2nc(N)nc(CSC(=S)N3CCC(C)CC3)n2)cc1
  2	6	-6	5.3	13	-3	29	-18	2
55	CCC(c1nc2ccccc2c(=O)n1CCCn1ccnc1)N1C(=O)c2ccccc2C1=O (centres undefined)
  0	-10	-15	0.2	1	-2	5	-35	3
56	O=C(O)CC/C(=N/NC(=O)c1cn(-c2ccccc2)nc1-c1ccccc1)C(=O)O
  6	-18	-6	0.0	-5	2	-18	-12	-3
57	CCC(C)[C@H](N)c1nnc(SCC(=O)Nc2cccc(Cl)c2)o1 (some centres undefined)
  8	-12	-7	-1.4	-16	6	-20	-12	-5
58	Cc1ccc(C)c(N2N=C(C(=O)O)CCC2=O)c1
  -1	9	-5	-0.6	-14	-5	-15	-8	.
59	O=[N+]([O-])c1cc(S(=O)(=O)N2CCCC2)ccc1N/N=C/c1ccccn1
  3	-3	0	6.7	12	0	-48	-16	0
60	Cc1[nH]c2ccccc2c1SCc1n[nH]c(=S)n1C
  0	3	-9	-0.7	-4	1	4	-3	.

Profiles, looked up by structure. Values in the order: BaF3 parental, NPY-Y1 PAM-ag, NCF1 inh, S1P4 agonist, NPY-Y2 PAM-ag, Ba/F3 V617F tox, CHOP inhibitor, S1P4 antag, NPY-Y1 antag
`O=C(O)CC/C(=N/NC(=O)c1cn(-c2ccccc2)nc1-c1ccccc1)C(=O)O` is listed with 6, -18, -6, 0.0, -5, 2, -18, -12, -3
`Cc1ccccc1CS(=O)(=O)CCC(=O)NCc1ccccn1` is listed with -1, 2, -4, 0.5, 9, -4, -23, -10, -3
`Cc1ccc(C)c(N2N=C(C(=O)O)CCC2=O)c1` is listed with -1, 9, -5, -0.6, -14, -5, -15, -8, .

Later entries:
Each structure is followed by: BaF3 parental	NPY-Y1 PAM-ag	NCF1 inh	S1P4 agonist	NPY-Y2 PAM-ag	Ba/F3 V617F tox	CHOP inhibitor	S1P4 antag	NPY-Y1 antag
61	O=C(COC(=O)Cc1ccc(Br)cc1)NC1CCCCC1
  5	-8	-3	1.1	8	3	1	-7	-1
62	Cc1ccccc1OCC(=O)N/N=C/c1cccn1C
  2	26	-1	-0.7	-19	3	-27	0	0
63	CCOC(=O)C1=C(C)Nc2ncnn2C1c1cc(Br)ccc1F (centres undefined)
  3	5	2	1.4	9	-4	-8	-17	-2
64	Cn1cc(CN2CCN(c3ncccn3)CC2)c(-c2cccc(Cl)c2)n1
  2	9	-3	0.4	2	-1	24	-11	0
65	C=CCOc1ccc(/C=C2\SC(=S)N(N3CCOCC3)C2=O)cc1
  -3	21	-100	-0.9	29	-3	6	-1	.
66	Clc1ccccc1C(c1nnnn1Cc1ccco1)N1CCN(Cc2ccco2)CC1 (centres undefined)
  1	-11	-8	0.5	-9	4	8	9	6
67	Cc1nn2c(c1-c1ccccc1)NC1=C(C(=O)CCC1)C2c1ccccc1 (centres undefined)
  8	32	-10	-1.2	9	2	-15	-15	10
68	CC(C)NS(=O)(=O)c1ccc(OCC(=O)N2CCN(c3ccccc3)CC2)cc1
  2	-8	-4	0.0	-6	5	-8	10	3
69	COc1ccc(/C=N/N=C2/C(=O)Nc3ccccc32)cc1O
  3	1	-15	-4.9	-19	4	-32	-7	0
70	Cc1ccc(-c2ccc3nnc(SCC(N)=O)n3n2)cc1
  10	0	-10	-0.6	-1	2	40	6	9
71	O=C(NC1CCCCCC1)C1c2ccccc2C(=O)N1Cc1cccs1 (centres undefined)
  3	-4	-19	1.6	-1	0	0	-15	16
72	Cc1cc(OCC(=O)Nc2ccncc2)ccc1[N+](=O)[O-]
  2	-1	4	1.9	8	-1	12	0	-2
